High-throughput results deposited in PubChem BioAssay by Sanford-Burnham Center for Chemical Genomics.
MPTP inh: mitochondrial permeability transition pore inhibitors, primary screen, biochemical, isolated mouse mitochondria, absorbance; Ca2+ swelling absorbance, 30 min; inhibition, % at 10 µM; hit rate 1.4% among 360,000;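 active = inhibition of 50% or more, scaled per plate between neutral and stimulator controls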;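 note: 0% = DMSO wells given calcium and 100% = 1 mM EGTA wells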
ATG4B inh: ATG4B protease inhibitors, primary screen, biochemical, fluorescence, uHTS. ATG4B cleavage of LC3-PLA2, NBD-HPC fluorescence, 1 h. hit rate 0.51% among 340,000. inhibition, % at 8.33 µM. AID 504462, 2011. Cysteine protease ATG4B (Homo sapiens), Q9Y4P1; in the data active = inhibition above about 40%
Target sequence (Q9Y4P1 whole entry, looked up): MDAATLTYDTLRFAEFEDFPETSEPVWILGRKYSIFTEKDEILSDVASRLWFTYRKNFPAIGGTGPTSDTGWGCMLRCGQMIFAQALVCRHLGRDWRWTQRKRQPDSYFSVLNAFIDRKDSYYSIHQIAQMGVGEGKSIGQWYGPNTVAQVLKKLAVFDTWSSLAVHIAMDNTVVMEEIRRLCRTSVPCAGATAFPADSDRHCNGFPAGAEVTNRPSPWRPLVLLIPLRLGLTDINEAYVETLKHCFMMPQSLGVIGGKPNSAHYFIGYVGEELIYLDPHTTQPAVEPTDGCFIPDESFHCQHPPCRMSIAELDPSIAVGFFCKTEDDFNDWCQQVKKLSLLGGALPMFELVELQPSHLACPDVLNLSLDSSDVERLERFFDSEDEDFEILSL
beta cell repl: inducers of MIN6 beta-cell proliferation, primary screen, ATP luminescence, uHTS. hit rate 0.29% among 330,000. MIN6 cells proliferation, ATPlite luminescence, 48 h; cells starved in 0.2% serum; 100% = growth in 10% serum. proliferation, % at 10 µM;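 active = compounds whose signal lies at least 3.5 SD above the mean of all wells on their plate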;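 note: 0% = DMSO-treated cells in low-serum medium and 100% = 10% serum control; some compounds called inactive have numbers as strong as hits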
mIAP act: activators of mouse IAP, primary screen, biochemical, luminescence, uHTS; activation factor at 10 µM; intestinal alkaline phosphatase [Mus musculus]; AID 2805, 2010; muIAP, CDP-Star luminescence, 30 min; hits give high values; 1 = vehicle-only enzyme signal, 0 = enzyme-free wells; hit rate 0.24% among 330,000;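 active = activation factor of at least 2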; note: the source names both 10 and 20 µM as test concentration; values of inactives mirror those of a sister screen read the other way
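also added = chemiluminescent substrate CDP-Star | test system = mouse IAP enzyme | signal = chemiluminescence readout | compound = DMSO-dissolved test compounds | incubation = 30 min at room temperature | benchmarks = DMSO wells, no-enzyme wells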
A3A deaminase: APOBEC3A ssDNA deaminase inhibitors, primary screen, selectivity assay for APOBEC3G inhibitor project, biochemical, FAM/TAMRA oligo cleavage fluorescence; DNA dC->dU-editing enzyme APOBEC-3A (Homo sapiens), P31941; recombinant A3A, FAM/TAMRA ssDNA deamination fluorescence; hit rate 0.41% among 330,000; inhibition, % at 20 µM;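 active = at least 40% inhibition at 20 µM here, with at most 30% in a related deaminase screen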;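 note: plate controls were A3A with DMSO for no effect and wells lacking A3A enzyme for full effect; some results filed as inactive read as strong as hits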
A3G deaminase: APOBEC3G DNA deaminase inhibitors, primary screen, biochemical, fluorescence, single-stranded DNA substrate, uHTS. DNA dC->dU-editing enzyme APOBEC-3G (Homo sapiens), Q9HC16. recombinant A3G, ssDNA deamination FAM/TAMRA fluorescence. inhibition, % at 20 µM. hit rate 0.28% among 330,000. AID 493012, 2011;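 active = inhibition of at least 40% at 20 µM, with no more than 30% in the related APOBEC3A deaminase screen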;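 note: plate controls were DMSO wells with A3G for no effect and wells lacking A3G enzyme for full effect; some compounds called inactive have numbers as strong as hits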
hIAP activ: human IAP activators, primary screen, biochemical, luminescence, uHTS. purified human IAP, CDP-Star luminescence, 30 min; hits give high values; 1 = vehicle-only enzyme, 0 = enzyme-free background. activation factor at 10 µM. hit rate 0.16% among 330,000. AID 2524, 2010;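 active = activation factor of the enzyme at least 2-fold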; note: the source names both 10 and 20 µM as test concentration; values of inactives mirror those of a sister screen read the other way
Target sequence (P09923 whole entry, looked up): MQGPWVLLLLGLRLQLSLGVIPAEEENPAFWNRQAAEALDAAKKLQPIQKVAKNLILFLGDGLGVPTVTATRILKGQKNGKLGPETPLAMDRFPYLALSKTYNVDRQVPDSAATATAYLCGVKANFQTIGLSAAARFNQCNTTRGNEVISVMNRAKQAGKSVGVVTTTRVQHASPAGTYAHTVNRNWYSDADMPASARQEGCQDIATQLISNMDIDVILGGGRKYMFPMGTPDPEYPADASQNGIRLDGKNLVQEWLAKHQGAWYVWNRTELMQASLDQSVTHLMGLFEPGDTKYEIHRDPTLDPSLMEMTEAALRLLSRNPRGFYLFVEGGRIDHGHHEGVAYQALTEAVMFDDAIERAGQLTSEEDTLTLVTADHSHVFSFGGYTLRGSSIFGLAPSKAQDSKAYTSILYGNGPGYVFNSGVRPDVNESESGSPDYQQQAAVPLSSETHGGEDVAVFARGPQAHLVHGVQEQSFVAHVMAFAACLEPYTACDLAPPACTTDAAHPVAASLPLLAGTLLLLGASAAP
mIAP inh: inhibitors of mouse IAP, primary screen, biochemical, luminescence, uHTS | AID 2806, 2010 | purified mouse IAP, CDP-Star luminescence, 30 min | inhibition, % at 10 µM | hit rate 0.2% among 330,000;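 active = inhibition of at least 40% at 10 µM in the primary screen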;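 note: plate controls were DMSO with enzyme for no effect and no enzyme wells for full effect; values of inactives mirror those of a sister screen read the other way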
hIAP inh: human IAP inhibitors, primary screen, biochemical, luminescence, uHTS; Intestinal-type alkaline phosphatase (Homo sapiens), P09923; purified IAP, CDP-Star luminescence, 30 min; inhibition, % at 10 µM; hit rate 0.12% among 330,000; AID 2544, 2010;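 active = inhibition reaching a set limit with compound at 10 µM in the primary screen, cut at about 35% in these data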;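 note: plate controls were DMSO wells with enzyme for no effect and no-enzyme buffer wells for full effect; values of inactives mirror those of a sister screen read the other way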
* hit, by the source's call; . = not tested or not shown.

Screens in order: MPTP inh, ATG4B inh, beta cell repl, mIAP act, A3A deaminase, A3G deaminase, hIAP activ, mIAP inh, hIAP inh
> COc1cccc(NC(=O)c2oc3ccccc3c2NC(=O)C(C)(C)C)c1
    0.2, 8, -5, 1, 1, -4, 1.1, 0, -6
> COc1ccccc1NC(=O)c1ccc(NC(=O)COC(=O)CC(NC(=O)c2ccccc2Cl)c2ccccc2)cc1 (centres undefined)
    -1.5, -5, -3, 1.2, 7, -6, 1.1, -16, -6
> NC(=O)c1noc(C(=O)N(CC(=O)NC2CCCC2)Cc2ccc3c(c2)OCO3)c1N
    0.1, -9, -3, 0.9, -1, 1, 1, 10, -3
> CCCCN(CC)CCCNC(=O)CC1Oc2ccccc2NC1=O (centres undefined)
    -1.2, -7, 0, 1.1, -4, -3, 1.1, -8, -8
> CC(=O)c1c(-c2ccccc2)c2cc(Cl)ccc2n(C)c1=O
    -0.6, -4, -3, 0.85, -2, -6, 1.7, 15, -75
> O=C(NC1CCCCC1)C(c1ccc2ncccc2c1)N(Cc1ccc(F)cc1)C(=O)c1cccs1 (centres undefined)
    0.4, -12, 1, 1, -1, -1, 0.99, -3, 1
> CCn1c(CNS(=O)(=O)c2ccc(Br)cc2)nnc1SC
    1.2, -1, -1, 1.1, 4, 14, 1.2, -8, -17
> O=[N+]([O-])c1cc(Cl)cc2c1nc(NCCO)c1ccccc12
    1.5, -20, -7, 0.94, 1, -14, 0.94, 6, 6
> CCOC(=O)/C(C#N)=C/c1c(N2CCN(c3cccc(Cl)c3)CC2)nc2c(C)cccn2c1=O
    0.2, 9, -3, 0.84, -2, -6, 0.92, 16, 8
> COc1ccc(N(C(=O)c2ccncc2)S(=O)(=O)c2ccc3c4c(cccc24)C(=O)N3C)cc1
    1.6, 0, -4, 1, -1, -4, 1, -3, -2
> Cc1cccc(NS(=O)(=O)c2nnc(NC(=O)c3ccc(C)c(C)c3)s2)c1
    -1.4, -7, 1, 0.94, -1, -4, 0.86, 6, 14
> CCOC(=O)CC1NCCc2c1[nH]c1ccc(OC)cc21 (centres undefined)
    0.1, -4, -2, 1.1, -6, -4, 1.1, -5, -14
> COC(=O)c1ccc(/C=C/c2c(-c3ccc(OC)cc3)sc3ccccc23)cc1
    1.7, 7, -6, 0.92, -4, -5, 0.87, 8, 13
> CCOc1ccc(-c2csc(NC(=O)c3ccco3)n2)cc1
    -0.2, 1, -3, 1, 2, 2, 1.2, -3, -20
> C/C(=C\c1ccccc1)CN1CCC(C(=O)N2CCCC(C)C2)CC1 (centres undefined)
    4.4, 11, 1, 0.91, -3, -6, 0.98, 10, 2
> O=C(COc1cc(Cl)c(Cl)cc1Cl)Nc1cccc(O)c1
    2.9, -7, -2, 1, -2, -5, 0.95, -4, 5
> O=[N+]([O-])c1ccc(C[n+]2ccc(Cc3ccccc3)cc2)cc1
    -0.8, -4, 4, 0.93, -3, -7, 0.84, 8, 16
> O=C(N/N=C/c1ccccn1)c1cc(-c2ccc(Cl)s2)[nH]n1
    1.2, -15, 0, 0.9, -3, -11, 1.9, 10, -94
> CC(C)C(=O)Nc1ccc(C(=O)NNC(=S)NC(=O)c2ccccc2[N+](=O)[O-])cc1
    0.3, -9, 2, 0.84, -3, -1, 1.7, 16, -72
> CC(=O)N1CCOc2cc(S(=O)(=O)NCc3ccc(F)cc3)c(C)cc21
    -0.2, 3, -1, 0.95, -1, 2, 0.9, 4, 10
> COc1ccc(-c2n[nH]c(=S)n2-c2cc(OC)ccc2OC)cc1
    -0.5, -1, -3, 0.93, -2, 10, 0.99, 7, 1
> CCc1sc(C(=O)Nc2ccc(N3CCOCC3)cc2)cc1C
    0.1, -11, -4, 1, -3, -6, 1.2, -1, -16
> CCOC(=O)c1c(NC(=O)C2C3C=CC(CC3)C2C(=O)O)sc(C)c1CC (centres undefined)
    5.3, 5, 0, 0.88, 0, -8, 0.83, 12, 17
> COc1ccc(CNC(=O)CCNS(=O)(=O)c2ccc(NC(C)=O)cc2)cc1OC
    -0.6, -3, 0, 1.1, -2, -7, 0.96, -5, 4
> COc1ccccc1NC(=O)CCN1C(=O)/C(=C\c2cc(OC)c(OC)c(OC)c2)SC1=S
    -0.3, 2, -1, 0.79, -2, -4, 0.92, 21, 8
> COc1ccc(S(=O)(=O)NC2CC2)cc1Cl
    -0.1, -4, -1, 0.96, 1, -2, 1.3, 4, -26
> CCOc1ccc(-c2nc(CSCC(=O)NC3CCCc4ccccc43)c(C)o2)cc1 (centres undefined)
    -1.4, 24, -5, 1.1, 1, -3, 1.1, -10, -5
> COc1ccc(/C=N/Nc2nc3ccccc3c(=O)[nH]2)cc1
    -0.3, 2, -3, 0.96, 5, 1, 1.1, 4, -11
> Fc1ccc(-c2n[nH]c(=S)n2CC2CCCO2)cc1 (centres undefined)
    3.8, -1, 0, 0.97, 0, 36, 1, 2, -2
> CC1CCc2sc(C(=O)NNC(=S)NCC3CCCO3)cc2C1 (centres undefined)
    1.8, 2, 2, 0.99, -3, -5, 1.5, 1, -50
> CN(C)C(=O)CN(c1ccc(F)c(Cl)c1)S(C)(=O)=O
    -1.2, -4, -1, 0.99, 1, 1, 1.2, 1, -22
> O=C(c1ccc(S(=O)(=O)N2CCCCC2)cc1)N1CCN(c2ccccc2)CC1
    -1.5, -7, 3, 0.96, -3, -5, 1.2, 4, -24
> CC(=O)N1CCN(CCN=CC2=C(O)CC(C)(C)CC2=O)CC1
    -0.5, -5, 6, 1, 0, -10, 0.68, -1, 32
> O=C(c1ccccc1)c1ccc2nc(-c3ccc(NC(=O)c4ccccc4F)cc3)[nH]c2c1
    -4.8, -8, -4, 0.91, -1, -4, 0.84, 9, 16
> O=C(CNS(=O)(=O)c1ccc(Br)s1)Nc1ccc2c(c1)OCCO2
    -0.5, 6, 0, 0.96, 4, -2, 0.86, 4, 14
> Cc1c(Cl)cccc1NC(=S)NC(=O)CCN1C(=O)c2ccccc2C1=O
    -0.2, 2, 0, 0.88, -1, 15, 1.2, 12, -24
> O=c1cc(Nc2cccc(Br)c2)[nH]c(=O)[nH]1
    -1.3, -2, -3, 0.96, -2, -4, 1.1, 4, -14
> COc1ccc(N2C(=O)CC(Cc3ccccc3OC)C2=O)cc1 (centres undefined)
    -0.5, 5, -5, 1.1, -1, -4, 1, -5, -1
> O=C1CCc2cc(S(=O)(=O)N3CCN(c4ccc(F)cc4)CC3)cc3c2N1CC3
    -0.3, -3, -1, 1, 6, 5, 1.1, 0, -15
> CC(NC(=O)c1cc(=O)[nH]c2ccccc12)c1ccc(F)cc1F (centres undefined)
    0.9, -8, 0, 1, 25, 19, 1, 0, 0
> CC(C)CCn1c(N2CCc3ccccc3C2)nc2c1c(=O)[nH]c(=O)n2C
    -1.0, -8, 3, 0.86, 2, 4, 1, 14, -3
> CC1CCN(CCCOc2ccc(Br)cc2Cl)CC1
    43, -1, 2, 0.95, -2, -4, 0.92, 5, 8
> O=[N+]([O-])c1cccc(CSc2nnc3ccccn23)c1
    0.9, -3, 2, 0.94, 4, -4, 0.88, 6, 12
> S=c1[nH]nc(Cn2cnc3ccccc32)n1-c1ccccc1Cl
    -0.1, -6, -3, 0.99, -4, 5, 0.98, 1, 2
> CN(C(=O)CC1C(=O)NCCN1Cc1c(F)cccc1Cl)C1CCOCC1 (centres undefined)
    -1.0, 8, -1, 1.1, 6, 10, 1, -13, -2
> CC(C)Cc1nc2oc3c(NCc4cccnc4)ncnc3c2c2c1CCC2
    4.5, -12, 0, 0.89, -4, -5, 0.96, 11, 4
> CC(C)C(=O)NC(=S)Nc1sc2c(c1C(N)=O)CCCC2
    3.6, -10, 0, 0.68, 0, 3, 0.79, 32, 22
> CCc1nc(Nc2ccc(OC)cc2OC)c2oc3ccccc3c2n1
    -0.1, -4, 1, 1.1, -5, -4, 1.1, -5, -10
> O=[N+]([O-])c1ccc(Cl)c(S(=O)(=O)NCCc2ccccn2)c1
    0.9, 1, -5, 0.81, -2, -6, 1.1, 19, -5
> COc1ccc(OCC(=O)NCCc2ccc(S(N)(=O)=O)cc2)cc1
    6.1, -9, -2, 1, 0, 4, 1.1, -1, -15
> CN(C)S(=O)(=O)c1ccc(N2CCOCC2)c(C(=O)NCc2ccc3c(c2)OCO3)c1
    -0.2, 6, 1, 0.89, 0, 0, 0.98, 11, 2
> CCOC(=O)c1ccc(N2N=C(C)/C(=C/C=C/c3ccco3)C2=O)cc1
    5.7, -4, -5, 0.9, 4, -2, 1, 10, 0
> CC(=O)Nc1ccc(Cc2ccc3[nH]c(=O)cc(C)c3c2)cc1
    ., ., -2, 0.95, -4, -6, 1, 5, -1
> O=C1CC(c2ccc(F)cc2)CC(O)=C1C1NCCc2ccccc21 (centres undefined)
    -6.1, -4, -4, 0.96, -4, -3, 0.98, 4, 2
> COc1ccccc1NC(=O)COc1ccc(C(=O)NCc2ccccc2)cc1OC
    -1.8, -8, 0, 1.4, 2, 0, 0.98, -36, 2
> Cc1cc(S(=O)(=O)N2CCCc3ccccc32)ccc1-n1cnnn1
    0.5, -12, -3, 1.1, -1, -6, 0.9, -7, 10
> CN(CC(=O)Nc1ccc2c(c1)OCO2)CC(=O)Nc1ccc(F)c(F)c1F
    0.0, -5, 1, 1.1, -2, -6, 1.5, -14, -48

3 of the entries above in order of their number in hIAP inh, high to low.
structure	hIAP inh
Cc1cc(S(=O)(=O)N2CCCc3ccccc32)ccc1-n1cnnn1	10
COc1ccccc1NC(=O)COc1ccc(C(=O)NCc2ccccc2)cc1OC	2
CN(CC(=O)Nc1ccc2c(c1)OCO2)CC(=O)Nc1ccc(F)c(F)c1F	-48
